Screens as filed in PubChem BioAssay.
Growth percent in the NCI-60 one-dose screen (48 h, 10 µM unless noted): 100 = growth as untreated, 0 = no growth, -100 = all killed.
HCC-2998 = HCC-2998 colon cancer; actives 4.7% (n = 79,000)
PC-3 = PC-3 prostate cancer cells; actives 3.9% (n = 80,000)
SW-620 = SW-620 colon cancer; actives 5.2% (n = 82,000); AID 1794795
DU-145 = DU-145 prostate cancer; actives 4.2% (n = 81,000); AID 1794760
HT29 = HT29 colon cancer; actives 7.4% (n = 81,000)
SNB-75 = SNB-75 CNS cancer | actives 5% (n = 79,000) | AID 1794750
SNB-19 = SNB-19 CNS cancer cells; actives 2.5% (n = 81,000); AID 1794751
KM12 = KM12 colon cancer cells; AID 1794800; actives 5% (n = 82,000)
SF-539 = SF-539 CNS cancer. actives 6.8% (n = 81,000). AID 1794752
* hit, by the source's call; nt = not tested or not shown; & = joins results of further samples; [ ] = another dose, or the depositor's remark. How the source made its calls: active means growth percent below 10; inactive means the rest. An unsorted share of the library; any-hit rate near 11%.

#	Compound	HCC-2998	PC-3	SW-620	DU-145	HT29
1	OC(CCN1CC2CCC(CC2)C1)(Cc1ccccc1)c1ccco1 (centres undefined)	104.6&97.1	93.7&83.7	106.0&94.7	105.7&107.1	93.5&90.8
2	O=C1Nc2ccccc2B(O)N1c1cc(C(F)(F)F)cc(C(F)(F)F)c1	101.3	64.1	96.5	106.2	88.4
3	CSC1C2C(N)=NNC(c3ccccc3)=NC2=Nc2c(C#N)cnn21 (centres undefined)	103.5	97.3	95.8	111.3	107.9
4	COc1ccc(N=Nc2c(Nc3ccccc3)[nH][nH]c2=O)cc1	106.4	99.4	104.2	110.1	111.1
5	CCOC(=O)c1[nH]c(C)cc1C	105.8	81.2	104.2	104.9	93.3
6	CCOC(=O)C1CN(C(=O)OCC)C/C1=N/NC(N)=O (centres undefined)	106.9	107.4	109.1	114.8	109.1
7	O=C1CSCC(=O)O1	115.9	99.6	117.0	118.7	102.5
8	Cc1ccc2ccccc2c1CC(=O)O	102.2	82.3	91.7	95.6	105.4
9	O/N=C/c1ccc(O)cc1	120.8	94.3	103.8	102.6	101.9
10	O=C(Nc1ccc2ccccc2c1)OC1CCS(=O)(=O)C1 (centres undefined)	86.8	90.3	90.4	111.3	103.3
11	O=C(NNC(=O)c1ccccc1)c1ccccc1	110.3	103.1	107.7	100.0	95.7
12	COc1cccc2c(OC)cccc12	111.2	89.6	96.0	124.1	107.4

#	SNB-75	SNB-19	KM12	SF-539
1	109.0&96.6	113.4&101.8	100.0&102.9	113.2&103.6
2	63.9	75.3	86.6	77.9
3	94.7	96.7	107.6	95.9
4	99.6	92.7	90.0	98.1
5	86.5	104.1	103.3	101.5
6	92.4	108.9	104.0	108.0
7	94.1	109.5	118.6	108.7
8	94.3	104.4	100.0	93.2
9	84.7	91.6	101.7	93.1
10	83.5	97.6	101.6	88.2
11	83.0	101.9	103.9	96.8
12	87.4	102.2	117.6	100.0

Of the compounds above, these have a carbonyl joined to an NH by a bond outside any ring.
#	Compound	HCC-2998	PC-3	SW-620	DU-145	HT29
6	CCOC(=O)C1CN(C(=O)OCC)C/C1=N/NC(N)=O (centres undefined)	106.9	107.4	109.1	114.8	109.1
10	O=C(Nc1ccc2ccccc2c1)OC1CCS(=O)(=O)C1 (centres undefined)	86.8	90.3	90.4	111.3	103.3
11	O=C(NNC(=O)c1ccccc1)c1ccccc1	110.3	103.1	107.7	100.0	95.7

#	SNB-75	SNB-19	KM12	SF-539
6	92.4	108.9	104.0	108.0
10	83.5	97.6	101.6	88.2
11	83.0	101.9	103.9	96.8

(cont.)
#	Compound	HCC-2998	PC-3	SW-620	DU-145	HT29
13	CCOC(=O)c1cc(C(=O)c2ccc(Br)cc2)n2ccc(/C=C/c3cc[n+](CC(=O)c4ccc(Br)cc4)cc3)cc12	81.5	77.2	86.3	90.1	50.9
14	Cc1cc(N(CCOS(C)(=O)=O)CCOS(C)(=O)=O)ccc1C=Nc1ccc(-c2nc(Cc3ccccc3)sc2C)cc1	-28.3*	55.0	61.6	11.8	46.2
15	Cl[C@@H]1CCO[C@H](c2cc3ccccc3c3ccccc23)C1	94.8	92.8	95.4	101.8	98.8
16	C=CCNC(=S)NCCO	nt	98.7	108.2	111.7	110.0
17	Cc1nc(Nc2cccc(NC(=S)Nc3ccccc3)c2)c2ccccc2n1	94.9	95.3	102.0	116.3	99.9
18	COc1cc(C(=O)Nc2nn(C)c3nc(C)c(Cl)c(C)c23)cc(OC)c1OC	107.3	93.2	104.6	nt	96.0
19	Fc1ccccc1-c1nc(C(Cl)Cl)nc2cc(-c3ccccc3)nn12	79.0	66.9	63.5	53.5	15.0
20	C[C@]12CCC3c4ccc(O)cc4CCC3C1CC[C@@H]2OC(=O)CCC1CCCC1 (some centres undefined)	107.4	92.7	110.0	111.9	98.5
21	CCN(CC)CCOC(=O)Nc1cc(C)cc(C)c1	115.8[100 µM]	101.3[100 µM]	107.2[100 µM]	113.2[100 µM]	105.3[100 µM]
22	O=C(C(=O)N1CCCCC1)c1cn(CCCn2cc(C(=O)C(=O)N3CCCCC3)c3ccccc32)c2ccccc12	115.3	78.4	111.7	110.2	109.2
23	CC(O)CN(CC(C)O)c1ccc2c(c1)Cc1cc([N+](=O)[O-])ccc1-2 (centres undefined)	95.1	nt	99.0	101.4	103.5
24	COc1cc2ncnc(Nc3ccc(S(=O)(=O)Nc4cc(C)on4)cc3)c2cc1OCCCN1CCCC1	100.2	100.4	97.1	112.1	109.7

#	SNB-75	SNB-19	KM12	SF-539
13	80.8	84.1	99.7	89.7
14	-1.3*	39.5	68.7	15.0
15	103.3	91.7	100.4	95.0
16	100.9	98.3	135.9	100.5
17	83.4	105.8	116.2	93.8
18	92.9	95.9	nt	99.8
19	nt	75.4	45.2	85.0
20	97.4	104.0	108.4	101.9
21	95.3[100 µM]	105.0[100 µM]	99.6[100 µM]	103.9[100 µM]
22	91.7	92.5	112.0	109.6
23	87.5	98.9	85.3	92.4
24	98.4	102.4	105.4	97.6

#	Compound	HCC-2998	PC-3	SW-620	DU-145	HT29
25	O=c1c2cc(Br)cc(Br)c2nc(-c2ccc(Cl)cc2)n1/N=C/c1cccc(F)c1	84.0	67.0	74.7	91.4	62.1
26	N#CSCc1c(Cl)cccc1Cl	70.0	76.2	34.7	21.0	12.0
27	CN(C)/N=N/c1nc[nH]c1C(N)=O	89.1&95.6	97.1&80.9&83.9	99.1&96.0&77.9	91.6&72.5&70.2	95.1&87.4&104.7
28	Oc1ccc(N=Cc2ccc(OCc3ccccc3)cc2)cc1	112.3	92.5	96.1	108.4	108.8
29	Cc1ccc(OCCn2ccc(=O)n(CCOc3ccc(Cl)cc3C(=O)c3cc(C)cc(C)c3)c2=O)cc1	64.5	29.2	29.7	73.3	18.9
30	CC(CNC1CCCCC1)OC(=O)Nc1ccccc1 (centres undefined)	114.7	94.7	110.1	104.8	105.0
31	CSc1ccc(N2C(=N)C(=S)N(c3ccc(C)cc3)C2=O)cc1	104.3	74.0	102.7	104.1	107.3
32	CC12C=CC(=O)C=C1CCC1C2CCC2(C)C(C(=O)CO)CCC12 (centres undefined)	nt	90.9	106.4	112.0	103.7
33	O=C(Cn1cc(CN2C(=O)c3ccccc3S2(=O)=O)nn1)Nc1nc2ccccc2s1	112.6	93.2	105.5	107.9	97.9
34	O=C1CSC(c2cccc(O)c2)N1c1nnc(Cn2cnnc2)o1 (centres undefined)	94.8	84.3	90.6	101.6	118.2
35	COc1ccc2c(c1)[nH]c(=O)c1c3cccc(F)c3cn21	31.9	2.4*	27.2	9.0*	nt
36	COc1ccc(/C=C/C(=O)c2ccc(NC(=O)CSc3nnc(-c4cc(-c5ccc(S(N)(=O)=O)cc5)nc5ccccc45)n3-c3ccccc3)cc2)cc1	110.6	85.8	97.4	95.1	100.2

#	SNB-75	SNB-19	KM12	SF-539
25	-0.9*	57.6	70.2	64.4
26	96.4	90.2	48.1	88.5
27	70.1&78.3&66.9	101.0&98.0&111.9	102.4&100.6&105.8	96.2&96.2&103.6
28	92.1	91.3	92.8	104.9
29	33.5	57.5	36.9	53.7
30	104.6	102.6	98.4	107.8
31	89.9	101.0	96.5	92.8
32	95.5	104.0	106.6	102.5
33	81.2	98.1	103.0	98.4
34	77.0	97.7	86.3	120.4
35	76.2	39.1	8.4*	22.8
36	63.8	91.4	99.0	92.6

#	Compound	HCC-2998	PC-3	SW-620	DU-145	HT29
37	CC1(C)CC(=O)C2=C(C1)N(CCc1ccc(S(N)(=O)=O)cc1)C1=C(C(=O)CC(C)(C)C1)C2c1ccccc1	107.2	105.1	104.7	109.6	104.1
38	Cc1ccc(C2(C)OCCCO2)cc1	105.2	100.7	92.8	109.0	97.1
39	O=[N+]([O-])c1ccc(-c2ncc(-c3ccc(Br)cc3)o2)cc1	88.2	89.8	93.5	112.3	98.3
40	O=c1[nH]c(Nc2cccc(Cl)c2)nc2nc(Nc3ccc(NC(=S)Nc4ccccc4)cc3)nc(-c3ccc(O)cc3O)c12	108.4	118.5	102.2	100.4	124.0
41	Cc1c(O)ccc2cc(C(=O)CSc3nnnn3-c3ccccc3)c(=O)oc12	98.1	87.8	103.0	112.6	101.0
42	CC(C)C1=NOC(=O)C1=Cc1cn(-c2ccccc2)nc1-c1cccc([N+](=O)[O-])c1	87.3	73.0	57.8	84.9	70.5
43	O[C@@H]1Cc2ccc3ccccc3c2N[C@H](c2ccoc2)C1	113.3	nt	111.8	112.4	nt
44	O=C(/C=C/c1ccc(Cl)cc1)c1ccc(Cl)cc1	92.7	96.8	88.8	100.8	70.2
45	COc1ccc(/C=C/C(=O)c2ccc(NC(=O)CSc3nnc(-c4ccc(Cl)cc4)o3)cc2)cc1	96.2	79.3	102.8	106.0	98.8
46	O=c1cc(-c2ccccc2)nc2sc(-c3c[nH]c4ccc(Cl)cc34)nn12	106.7	89.3	51.6	68.8	82.0
47	Fc1cccc(F)c1C#Cc1ccc2cccnc2c1	68.6	86.1	90.5	96.5	69.0
48	Cc1nc(N)sc1Sc1nc2ccc(Cl)cc2c(=O)n1-c1ccc(Oc2ccccc2)cc1	74.1	48.9	66.1	92.5	55.9

#	SNB-75	SNB-19	KM12	SF-539
37	95.8	103.3	103.4	106.8
38	88.4	107.1	113.4	99.7
39	121.8	99.9	118.8	101.2
40	93.5	87.7	85.0	134.2
41	97.7	92.5	85.0	nt
42	86.5	74.2	87.0	98.1
43	95.5	101.7	106.3	93.6
44	99.0	101.5	83.3	104.3
45	108.2	99.8	97.1	119.8
46	40.9	89.9	93.1	97.0
47	97.8	91.3	79.1	101.9
48	96.0	69.4	79.8	93.4

#	Compound	HCC-2998	PC-3	SW-620	DU-145	HT29
49	O=c1[nH]nc(SCc2nc3ccccc3s2)n1C1CC1	95.9	93.3	109.1	102.0	105.5
50	CN1C(=O)/C(=C/c2cccs2)S/C1=N/c1nccs1	97.6	95.5	99.9	103.8	107.4
51	Cc1cc(C)nc(NS(=O)(=O)c2ccc(Nc3nc(C)c4c(=O)[nH]c(Nc5cccc(Cl)c5)nc4n3)cc2)n1	101.5	86.9	101.2	101.6	119.7
52	NC(=S)N/N=C(\C=C\c1cn(-c2ccccc2)nc1-c1ccccc1)c1cc2ccccc2oc1=O	94.7	56.5	97.0	96.1	111.9
53	CCCCN(CCCC)CNC(=O)c1ccccc1	101.8	102.2	94.9	112.4	110.9
54	Cc1[nH]c(/C=C/C(=O)c2ccc(C(F)(F)F)c(F)c2)c(C)c1C(=O)N1CCN(C)CC1	113.7&95.7	82.4&92.7	101.8&107.3	100.3&98.8	93.5&97.9
55	CCCCCCCCOc1nc2c(c(=O)n(C)c(=O)n2C)n1C	97.2	90.9	106.0	112.6	101.3
56	Oc1ccc(-c2ccccc2)cc1Br	104.8	100.0	103.5	101.1	94.5
57	Cc1nc2ccccc2n(C)c1=O	111.5	89.8	99.1	114.9	89.9
58	CC(=O)NC1C(Nc2ccc(S(=O)(=O)Nc3nc(C)cc(C)n3)cc2)OC(CO)C(O)C1O (centres undefined)	100.3	90.8	104.4	117.1	100.0
59	O=C(/C=C/c1cccc(Oc2ccc(Cl)cc2)c1)c1ccccc1	106.9	84.5	19.7	95.3	84.2
60	Cc1ccc(OCc2cccc(Cl)c2)cc1	102.2	95.6	103.1	104.7	111.8

#	SNB-75	SNB-19	KM12	SF-539
49	89.4	111.1	103.1	97.4
50	79.8	94.3	89.5	88.1
51	71.5	83.6	100.2	146.3
52	108.1	62.8	75.5	96.0
53	90.6	96.3	107.2	91.8
54	73.5&81.8	87.7&89.6	100.4&101.4	77.1&85.0
55	109.9	103.5	106.4	103.7
56	91.7	102.1	105.1	93.0
57	96.5	103.9	101.8	nt
58	110.2	99.4	108.3	100.3
59	82.8	90.5	75.3	99.8
60	107.6	110.2	103.2	120.1

#	Compound	HCC-2998	PC-3	SW-620	DU-145	HT29
61	N#C/C(=C\c1cn(-c2ccccc2)nc1-c1ccccc1)c1nc2ccccc2c(=O)[nH]1	100.4	74.8	91.2	91.0	102.9
62	Cc1ccc(C2(c3ccccc3)NC(=O)NC2=O)cc1 (centres undefined)	106.7	105.5	105.6	102.4	115.1
63	CC(=O)O[C@H]1CC[C@H]2[C@@H]3CC[C@H]4OC(=O)CC[C@@H]4[C@H]3CC[C@]12C	104.6	99.7	111.7	111.1	94.6
64	Cc1c(-c2ccccc2)[nH]c2ccccc12	101.9	87.8	99.3	106.9	103.0
65	O=C1/C(=C/c2ccc([N+](=O)[O-])cc2)COc2ccc(O)cc21	98.5	88.3	-11.7*	92.6	4.4*
66	Nc1cccc(-n2c(COc3ccc(I)cc3)nc3ccccc32)c1	113.1&118.3	104.5&63.9	103.9&86.3	95.5&96.2	113.5&78.7
67	NC(=O)c1c(Nc2ccccc2)nn2c(-c3ccc(Cl)cc3)c(-c3nc4ccccc4s3)c(N)nc12	107.4	105.9	100.7	111.3	108.8
68	CCNC(=S)n1nc(-c2ccc(OC)cc2)nc1N	99.4	91.5	101.9	92.8	103.5
69	N#Cc1c(-c2ccc(F)cc2)cc(-c2cccc(Cl)c2)[nH]c1=O	94.2	72.7	103.9	73.9	110.1
70	CCn1c(=O)cc(-n2nncc2COc2ccc(C=O)cc2)c2ccccc21	106.4	106.7	104.3	108.9	107.4

#	SNB-75	SNB-19	KM12	SF-539
61	88.4	96.2	95.0	92.7
62	81.5	99.6	108.3	122.4
63	96.3	115.6	116.7	101.1
64	89.9	109.7	103.4	99.3
65	83.4	91.4	48.0	94.5
66	91.4&52.9	98.6&93.5	99.6&87.9	97.7&79.7
67	78.5	101.5	100.2	97.3
68	86.5	94.9	97.9	94.2
69	-25.5*	42.7	56.1	9.4*
70	105.6	106.0	104.3	106.6
